# TDP1 cell CPT – DT40-hTDP1 cell growth loss with CPT; chicken DT40 Tdp1-/-;hTDP1 cells + 20 nM CPT, ATP luminescence, 48 h; Potency, µM (top dose mostly 46.2 µM), inactives show top-dose activity change, negative = growth inhibition, hits mostly inhibitors; actives 12% (n = 420,000); AID 686979; note: nearly all actives have a fitted effect of over 55% in size
#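 Cell growth measured by CellTiter-Glo luminescence after a minimum 48 h, 37 C compound exposure with 20 nM CPT in Tdp1-knockout DT40 cells stably expressing hTDP1, seeded 400/well; qHTS titration format.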
# FEN1 inh – human FEN1 inhibition; P39748; Recombinant FEN1 flap cleavage, fluorescence, 15 min; Potency, µM (doses to about 114 µM), for the others: at the highest dose activity change, negative = inhibition, usual class: inhibitors; actives 0.35% (n = 390,000); AID 588795; note: nearly all actives have a fitted effect of over 65% in size
# Target sequence (P39748 whole entry, looked up): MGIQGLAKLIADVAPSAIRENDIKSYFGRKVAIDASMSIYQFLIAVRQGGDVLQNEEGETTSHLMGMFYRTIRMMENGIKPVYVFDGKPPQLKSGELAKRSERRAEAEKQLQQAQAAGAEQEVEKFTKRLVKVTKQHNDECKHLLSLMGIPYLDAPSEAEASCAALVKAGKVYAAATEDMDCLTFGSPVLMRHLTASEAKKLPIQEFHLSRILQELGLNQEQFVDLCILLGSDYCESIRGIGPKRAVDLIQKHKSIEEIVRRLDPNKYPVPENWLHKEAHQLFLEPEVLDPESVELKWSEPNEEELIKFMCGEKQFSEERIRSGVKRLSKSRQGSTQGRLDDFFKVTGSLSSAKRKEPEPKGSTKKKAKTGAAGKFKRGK
#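 Compounds are tested as a concentration series against 10 nM FEN1; after a 15 min room-temperature preincubation, 50 nM substrate starts cleavage, with plate reads at 0 and 15 min. Normalized responses are fitted by a Hill equation.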
# GCN5L2 inh – GCN5L2 (KAT2A) acetyltransferase inhibition | Potency, µM (series often up to 58.9 µM), for the others: at the highest dose activity change, negative = inhibition, usual class: inhibitors | actives 0.21% (n = 390,000) | AID 504327 | Q92830 | GCN5L2 HAT assay, ThioGlo1 CoA-SH fluorescence
#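 Preincubate 20nM GCN5L2 with compound 15 min, RT → add 50uM ThioGlo1 + 75uM H3(1-25) + 70uM acetyl-CoA → read fluorescence 0 and 20 min. Primary qHTS; fluorescent artifacts likely.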
# * hit, by the source's call; u = inconclusive; x = no result given. Calls come from the whole dose curve; as a rule, active = well fitted curve in the direction sought with a large enough effect; inconclusive = small, poorly fitted or top-dose-only effect, or another doubt; inactive = no such curve, though single readings can be large; an effect the other way counts as inactive or inconclusive. % is set by controls: 0 for no effect and ±100 for the full control effect; potency is the fitted concentration of half-maximal effect. Some of the compounds tested; rates above refer to the full screens.
1. CCOC(=O)c1ccc(-c2ccc3c(=O)c4ccccc4n(C)c3c2)cc1F
2. CNC(=O)Cn1nc(C)c(S(=O)(=O)N2CCOCC2)c1C
3. O=C(Nc1ccc(Cl)cc1)OCc1ccccn1
4. CC1=CC(C)(C)NC(=S)N1c1ccc(Cl)cc1
5. CC(C)NC(=O)CSCc1c(Cl)cccc1Cl
6. CCC(=O)c1ccccc1OCCCN1CCC(Cc2ccccc2)CC1
7. CCC12CN3CC(CC)(CN(C1)C3c1ccc([N+](=O)[O-])o1)C2=O (stereo not given)
8. COc1cccc(CNC(=O)c2ccc(-n3c(C)cc4c3CCCC4)cc2)c1
assay / entry	1	2	3	4	5	6	7	8
GCN5L2 inh	-6%	1%	1%	x	0%	-20%	-12%	-5%
FEN1 inh	-7%	19%	-6%	12%	2%	-5%	2%	-4%
TDP1 cell CPT	15µM*	2%	-10%	-22%	u	u	3%	-83%

9. CC(C)CN(C(=O)CCc1ccccc1Cl)c1c(N)n(Cc2ccccc2)c(=O)[nH]c1=O
10. CC(=O)N(Cc1cccnc1)c1nc2c(C)cccc2s1
11. Cc1ccc(C)c(CSC2=NN3CCCC(=O)N=C3S2)c1
12. CCOC(=O)Cc1cc(=O)n2[nH]c(-c3ccc(Cl)cc3)cc2n1
13. c1ccc(Cc2ccc(OCCn3ccnc3)cc2)cc1
14. CCOC(=O)c1nnn(CC(=O)NC(=O)Nc2ccccc2F)c1C(=O)OCC
15. O=C(NCCCn1ccnc1)/C(=C\c1cccnc1)NC(=O)c1cccc(Br)c1
16. OC(C1=C/C(=C\c2ccncc2)c2ccccc21)c1ccncc1 (stereo not given)
assay / entry	9	10	11	12	13	14	15	16
GCN5L2 inh	2%	-10%	1%	-20%	u	0%	0%	x
FEN1 inh	-3%	-10%	-4%	-8%	14%	7%	2%	2%
TDP1 cell CPT	-7%	u	u	-16%	21µM*	-18%	-13%	11µM*

17. CCCNC(=O)Cn1cnc2sc(C(=O)NCCN(CC)CC)c(C)c2c1=O
18. COc1cc(OC)c(Nc2nc3ccccc3c3nncn23)cc1Cl
19. CCC(C(=O)N1CCN(c2cc(Cl)ccc2C)CC1)n1nc(C)n2c(cc3occc32)c1=O (stereo not given)
20. N#Cc1nc(-c2cccc(Cl)c2)oc1N1CCC(C(N)=O)CC1
21. Cc1occc1C(=O)Nc1cccc(Cn2cccn2)c1
22. Cc1ccc(-c2cc(C(=O)NCc3ccccn3)c3ccccc3n2)cc1C
23. COC(=O)c1ccc(C2Nc3c(C)cc(C)cc3C3C=CCC32)cc1 (stereo not given)
24. O=C(COC(=O)c1ccc(Br)o1)NCC1CCCCC1
assay / entry	17	18	19	20	21	22	23	24
GCN5L2 inh	-15%	-4%	-8%	4%	3%	-10%	-4%	-7%
FEN1 inh	2%	2%	4%	-2%	-8%	-16%	-11%	2%
TDP1 cell CPT	-4%	u	u	-16%	0%	u	u	-5%

25. Cc1ccc2c(c1)sc1nc(=O)n(-c3ccccc3)c(=O)n12
26. Cn1cnc(S(=O)(=O)Nc2ccc(C(F)(F)F)cc2)c1
27. COC(=O)c1cc(NC(=O)C(C)c2ccc(CC(C)C)cc2)ccc1O (stereo not given)
28. CC(=O)Nc1ccc(NC(=O)C2CCCCN2S(=O)(=O)c2ccc(C(C)(C)C)cc2)cc1 (stereo not given)
29. COc1cc(N)c(Cl)cc1C(=O)OCC(=O)N1c2ccccc2NC(=O)C1(C)C
30. CSc1cccc(CN(C)C(=O)C2CCC(=O)N(CCCN3CCCC3=O)C2)c1 (stereo not given)
31. Cc1cccc(NC(=O)CCNC(=O)c2ccc(Br)cc2)c1
32. O=C(CN1CCC(C(=O)c2ccc(Cl)cc2)CC1)NC1CCCC1
assay / entry	25	26	27	28	29	30	31	32
GCN5L2 inh	0%	-12%	2%	-18%	-6%	-16%	-5%	-6%
FEN1 inh	0%	-8%	15%	5%	7%	1%	-6%	-5%
TDP1 cell CPT	u	0%	21µM*	23µM*	u	-1%	-6%	u

33. O=S(=O)(c1ccc(Br)cc1F)N1CCC(O)CC1
34. O=C(OCc1nc2ccsc2c(=O)[nH]1)c1cccc(S(=O)(=O)N2CCOCC2)c1
35. CN1C(C(=O)Nc2ccc(F)cc2F)=CC(c2ccc3c(c2)OCO3)=NS1(=O)=O
36. COc1cccc(NC(=O)c2ccccc2)c1
37. COC(=O)c1ccc(OCC(O)CN2CCN(C(=O)c3ccco3)CC2)cc1 (stereo not given)
38. O=C(CNCC1CCCO1)Nc1ccccc1N1CCOCC1 (stereo not given)
39. c1ccc(OCc2nc3ccccc3[nH]2)cc1
40. Cc1nn(C)c(N)c1[N+](=O)[O-]
assay / entry	33	34	35	36	37	38	39	40
GCN5L2 inh	x	2%	0%	-2%	-6%	-11%	-1%	-2%
FEN1 inh	-3%	9%	4%	-4%	-11%	-12%	-7%	-13%
TDP1 cell CPT	3%	-13%	u	1%	5%	-8%	u	-3%

41. COc1ccc(OC)c(S(=O)(=O)n2cnc3ccccc32)c1
42. CN(CC(=O)Nc1ccc(Cl)c(S(=O)(=O)N2CCOCC2)c1)C(=O)c1ccc(C#N)cc1
43. CC(C)C[C@H](NC(=O)c1nc[nH]c1C(=O)NC(c1ccccc1)c1ccccc1)C(=O)OCc1ccccc1
44. CC(C)[C@H](NS(=O)(=O)c1ccccc1)C(=O)OCC(=O)Nc1ccc2c(c1)OCO2
45. CCOc1ccccc1NC(=O)c1c(NC(=O)COc2ccccc2)sc2c1CCCCC2
46. O=c1[nH]c(CN2CCN(c3ccc([N+](=O)[O-])cc3)CC2)nc2ccsc12
47. CCCCCOc1ccc(C2C(C(=O)c3ccc(C)o3)=C(O)C(=O)N2c2cc(C)on2)cc1 (stereo not given)
48. FC(F)(F)c1cccc(Nc2nc3nonc3nc2Nc2ccc(Cl)cc2)c1
assay / entry	41	42	43	44	45	46	47	48
GCN5L2 inh	u	3%	-22%	1%	1%	-12%	-9%	-17%
FEN1 inh	11%	-7%	-2%	-8%	2%	-6%	4%	-29%
TDP1 cell CPT	u	-3%	u	-28%	2.1µM*	u	u	0.23µM*

# A draw from above in order of heavy-atom count, rising.
40. Cc1nn(C)c(N)c1[N+](=O)[O-]
36. COc1cccc(NC(=O)c2ccccc2)c1
33. O=S(=O)(c1ccc(Br)cc1F)N1CCC(O)CC1
31. Cc1cccc(NC(=O)CCNC(=O)c2ccc(Br)cc2)c1
38. O=C(CNCC1CCCO1)Nc1ccccc1N1CCOCC1 (stereo not given)
32. O=C(CN1CCC(C(=O)c2ccc(Cl)cc2)CC1)NC1CCCC1
46. O=c1[nH]c(CN2CCN(c3ccc([N+](=O)[O-])cc3)CC2)nc2ccsc12
37. COC(=O)c1ccc(OCC(O)CN2CCN(C(=O)c3ccco3)CC2)cc1 (stereo not given)
35. CN1C(C(=O)Nc2ccc(F)cc2F)=CC(c2ccc3c(c2)OCO3)=NS1(=O)=O
44. CC(C)[C@H](NS(=O)(=O)c1ccccc1)C(=O)OCC(=O)Nc1ccc2c(c1)OCO2
assay / entry	40	36	33	31	38	32	46	37	35	44
GCN5L2 inh	-2%	-2%	x	-5%	-11%	-6%	-12%	-6%	0%	1%
FEN1 inh	-13%	-4%	-3%	-6%	-12%	-5%	-6%	-11%	4%	-8%
TDP1 cell CPT	-3%	1%	3%	-6%	-8%	u	u	5%	u	-28%

42. CN(CC(=O)Nc1ccc(Cl)c(S(=O)(=O)N2CCOCC2)c1)C(=O)c1ccc(C#N)cc1
47. CCCCCOc1ccc(C2C(C(=O)c3ccc(C)o3)=C(O)C(=O)N2c2cc(C)on2)cc1 (stereo not given)
43. CC(C)C[C@H](NC(=O)c1nc[nH]c1C(=O)NC(c1ccccc1)c1ccccc1)C(=O)OCc1ccccc1
assay / entry	42	47	43
GCN5L2 inh	3%	-9%	-22%
FEN1 inh	-7%	4%	-2%
TDP1 cell CPT	-3%	u	u

# Other results follow.
49. O=C(C1CCCN(S(=O)(=O)c2ccc(F)cc2)C1)N1CCCCC1 (stereo not given)
50. CC(C)(C)S(=O)(=O)N1Cc2ccc(CO)cc2[C@@H]1CCO
51. OCCSc1nncn1/N=C/c1c[nH]c2ccccc12
52. O=C(CCCN1C(=O)/C(=C/c2ccccc2)SC1=S)Nc1cccc(O)c1
53. CC1Sc2ccc(S(=O)(=O)NCCc3ccc(Cl)cc3)cc2NC1=O (stereo not given)
54. CN(C)CCCN(C(=O)c1cc(-c2cccs2)nc2ccccc12)c1nc2c(F)cccc2s1
55. CCC(C(=O)NCc1cccc(C)c1)n1nc(C)c2c(C)n(-c3ccccc3)nc2c1=O (stereo not given)
56. COc1cccc(/C=N/Nc2ncnc3c2[nH]c2ccc(C)cc23)c1OC
assay / entry	49	50	51	52	53	54	55	56
GCN5L2 inh	-6%	x	-7%	-14%	2%	-5%	-5%	-20%
FEN1 inh	-5%	-3%	-14%	0%	11%	3%	17%	-21%
TDP1 cell CPT	-15%	-5%	-14%	18µM*	-24%	u	u	2.1µM*

57. CCOC(=O)c1c(NC(=O)/C=C/C(=O)O)sc(C)c1-c1ccc(C(C)(C)C)cc1
58. Cc1oc(S(=O)(=O)N2CCCCC2)cc1NC(=O)Nc1ccccc1
59. C/C(N)=C(/C#N)C(=O)COC(=O)COc1ccc(Cl)cc1C
60. CCOC(=O)/C(C#N)=c1/s/c(=C2\C=Cc3ccccc3N2CC)c(=O)n1CC
61. O=C(COC(=O)c1cccc(Br)c1)NCCc1ccccc1
62. O=[N+]([O-])c1ccc(NN=Cc2ccc3c(c2)OCO3)nc1
63. COc1ccc(CC(=O)OCC(=O)N2CCCC(C)C2)cc1 (stereo not given)
64. Cc1ccc(NS(=O)(=O)c2ccc(C(=O)NCc3ccc(S(N)(=O)=O)cc3)cc2)cc1
assay / entry	57	58	59	60	61	62	63	64
GCN5L2 inh	u	-3%	-7%	u	-5%	x	-1%	1%
FEN1 inh	-33%	-1%	1%	-4%	-12%	-8%	5%	-9%
TDP1 cell CPT	13µM*	u	-4%	-26%	-8%	-4%	-5%	u

65. O=C(CSc1nnc(-c2ccccn2)n1Cc1ccco1)Nc1ccc2c(c1)OCO2
66. C(=N\Nc1nnnn1-c1ccccc1)/c1ccncc1
67. COc1ccc(C(=O)N2CCCN(C)CC2)cc1S(=O)(=O)N1CCCc2ccccc21
68. Cc1ccc(C)c(S(=O)(=O)Nc2ccc3[nH]c(=O)[nH]c3c2)c1
69. COc1ccc(C/C(N)=N/OC(=O)c2cccc([N+](=O)[O-])c2)cc1
70. COc1ccc(C(=O)N/C(=C\c2cccc3ccccc23)C(=O)N2CCN(C)CC2)cc1OC
71. CC(C)NC(=O)Nc1cccc2c1O[C@H](CN(C)C(=O)NC(C)C)[C@@H](C)CN([C@H](C)CO)C2=O
72. O=C(Nc1cccc2ccccc12)c1cnccn1
assay / entry	65	66	67	68	69	70	71	72
GCN5L2 inh	27%	-5%	12%	-2%	-4%	-1%	-4%	0%
FEN1 inh	7%	-6%	-6%	-7%	-10%	-9%	1%	-2%
TDP1 cell CPT	-25%	-24%	-7%	u	u	7%	-15%	-17%

73. N#Cc1cccc(NC(=O)N2CCCC3(CCN(C(=O)c4csnn4)CC3)C2)c1
74. Cc1[nH]nc(Nc2ccc(C(C)C)cc2)c1[N+](=O)[O-]
75. Cc1ccc(-c2csc(NC(=O)CN3CCOCC3)n2)cc1
76. O=C1C2CC=CCC2C(=O)N1CC(=O)N(Cc1ccccc1)C1CCS(=O)(=O)C1 (stereo not given)
77. COc1ccc(N2CCN(C(=S)Nc3cccc(C)c3)CC2)cc1
78. Cc1nnc(-c2cnn(C)c2N)n1Cc1cccc(Cl)c1
79. Cc1nc2c(-c3ccc(F)cc3)cnn2c2c1CCC2
assay / entry	73	74	75	76	77	78	79
GCN5L2 inh	-2%	-7%	-5%	2%	-6%	-1%	1%
FEN1 inh	x	-13%	13%	-7%	-2%	-16%	-13%
TDP1 cell CPT	9%	8%	16µM*	-8%	-12%	0%	-9%
